# AMA1 RON2 block: disrupts binding of P. falciparum AMA1 to RON2; AlphaScreen AMA1-biotinylated RON2 peptide binding; Potency, µM (top dose mostly 58.2 µM), for inactives: at the highest dose activity change, negative = inhibition, hits mostly inhibitors; actives 0.2% (n = 360,000); AID 720542;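 further: potency means the concentration at half of the fitted maximal effect; 0% = vehicle wells and -100% = peptide control; nearly all actives have a fitted effect of over 45% in size; some results filed as inactive show a strong effect at the top dose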
#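 AMA1 (3D7) with his tag at 25 nM final met compounds first, then biotinylated RON2 peptide at 25 nM; detection used donor plus acceptor beads, 10 µg/mL apiece, read by AlphaScreen after 30 min at room temperature.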
# Sm TGR block: blocks Schistosoma mansoni thioredoxin glutathione reductase; Potency, µM (top dose mostly 114 µM), for the others: at the highest dose activity change, negative = inhibition, most hits filed as inhibitors; actives 3% (n = 360,000); purified TGR, DTNB reduction, TNB absorbance 405 nm; AID 485364; Q962Y6; further: potency means the concentration at half of the fitted maximal effect; nearly all actives have a fitted effect of over 60% in size
#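 TGR 20 nM + NADPH 100 uM (dispensed conc.), cpd preinc 15 min RT; start with NADPH (500 uM addition) then DTNB (15 mM addition). Kinetic TNB absorbance, 405 nm filter. Four-parameter Hill fit across titration.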
# AmpC detergent: inhibitors of E. coli AmpC beta-lactamase with detergent | P00811 | AmpC hydrolysis of nitrocefin, absorbance 480 nm, 0.01% Triton | Potency, µM (highest dose often 114 µM), for inactives: top-dose activity change, negative = inhibition, usual class: inhibitors | actives 0.041% (n = 370,000) | AID 485294;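 further: potency means the concentration at half of the fitted maximal effect; 0% = no-compound wells and -100% = no-enzyme wells; nearly all actives have a fitted effect of over 25% in size; some results filed as inactive show a strong effect at the top dose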
# Target sequence (P00811 whole entry, looked up): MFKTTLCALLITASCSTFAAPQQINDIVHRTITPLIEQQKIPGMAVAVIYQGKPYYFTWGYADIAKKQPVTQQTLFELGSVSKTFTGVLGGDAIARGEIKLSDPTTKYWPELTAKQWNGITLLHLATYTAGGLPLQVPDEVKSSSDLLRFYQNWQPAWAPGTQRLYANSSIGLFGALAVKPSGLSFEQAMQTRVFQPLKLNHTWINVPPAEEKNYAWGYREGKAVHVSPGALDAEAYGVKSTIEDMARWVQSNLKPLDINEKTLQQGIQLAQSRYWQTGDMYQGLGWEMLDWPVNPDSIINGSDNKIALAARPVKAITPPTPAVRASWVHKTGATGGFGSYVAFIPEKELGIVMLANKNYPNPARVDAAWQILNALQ
#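 AmpC (5.3 nM in the dispensed reagent) in 20 mM phosphate pH 7.0 with 0.01% (detergent screen) or 0.0001% Triton X-100 was preincubated with compounds for 15 min at room temperature. Nitrocefin was then added from an 800 uM solution, and hydrolysis was followed at 480 nm.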
# Giardia FBPA inh: blocks Giardia fructose-bisphosphate aldolase activity | A8B2U2 | actives 0.71% (n = 290,000) | Potency, µM (series often up to 59.6 µM), for inactives: at the highest dose activity, negative = inhibition, hits mostly inhibitors | AID 2451 | purified Giardia FBPA; further: potency means the concentration at half of the fitted maximal effect; nearly all actives have a fitted effect of over 55% in size
# Target sequence (A8B2U2 whole entry, looked up): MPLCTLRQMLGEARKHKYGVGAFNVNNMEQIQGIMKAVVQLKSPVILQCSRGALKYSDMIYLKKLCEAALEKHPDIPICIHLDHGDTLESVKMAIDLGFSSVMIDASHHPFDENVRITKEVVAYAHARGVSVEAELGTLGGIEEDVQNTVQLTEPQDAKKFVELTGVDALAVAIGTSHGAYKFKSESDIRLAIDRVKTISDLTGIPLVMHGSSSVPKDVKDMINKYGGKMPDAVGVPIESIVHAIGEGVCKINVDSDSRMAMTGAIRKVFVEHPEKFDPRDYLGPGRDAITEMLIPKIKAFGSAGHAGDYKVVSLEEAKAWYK
#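 40 nM FBPA preincubated 10 min at RT with compound (up to 57.5 uM final), then substrate plus GAPDH/TPI/NAD/arsenate coupling and diaphorase/resazurin added. Fluorescence read after 20 min at RT, 525/598 nm.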
# AmpC no deterg: inhibitors of E. coli AmpC beta-lactamase without detergent | actives 0.52% (n = 330,000) | AmpC nitrocefin hydrolysis, absorbance 480 nm, 0.0001% Triton | AID 485341 | Potency, µM (top dose mostly 57.1 µM), for inactives: at the highest dose activity change, negative = inhibition, hits mostly inhibitors | P00811;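 further: potency means the concentration at half of the fitted maximal effect; plate controls were no compound for no effect and no enzyme for full effect; nearly all actives have a fitted effect of over 20% in size; some results filed as inactive show a strong effect at the top dose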
#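 AmpC (5.3 nM in the dispensed reagent) in 20 mM phosphate pH 7.0 with 0.01% (detergent screen) or 0.0001% Triton X-100 was preincubated with compounds for 15 min at room temperature. Nitrocefin was then added from an 800 uM solution, and hydrolysis was followed at 480 nm.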
# HCMV inh: inhibitors of human cytomegalovirus; HFF cells, HCMV-luciferase reporter, 72 h; active compounds read low; actives 4.5% (n = 410,000); activity change, negative = inhibition, % at 57.5 µM; in the data active means activity change below about -60%; inconclusive means no clear call, values can overlap the other calls; inactive means above about -39%
#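 After 16 h attachment at 37C, HFF cells received test compound and HCMV-luciferase (1 PFU/cell); reporter luminescence read 72 h later, data normalized against buffer-only and known inhibitor Salinomycin.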
# Numbers without * were called inactive; u = inconclusive; x = no result given; & = joins results of further samples; [ ] = dose if it differs, or a comment. Unless noted, the call rests on the fitted dose curve; in most records, active means well fitted curve in the direction sought with a large enough effect; inconclusive means small, poorly fitted or top-dose-only effect, or another doubt; inactive means no such curve, though single readings can be large; an effect the other way counts as inactive or inconclusive. Unless noted, on the % scale 0 is the no-effect control and ±100 the full control effect.
(1) CNS(=O)(=O)c1ccc(CCC(=O)N2CCN(c3ccccc3OC)CC2)cc1
(2) CCOC(=O)c1ccc(NS(=O)(=O)c2ccc(-c3cc(C)no3)cc2)cc1
(3) Cc1cccc(C)c1NC(=O)CN(C)C(=O)C1CCCCC1
(4) CCOC(=O)c1c(NC(=S)NCc2ccccc2)sc2c1CCN(C(=O)OCC)C2
(5) N#CCC(=O)N/N=C/c1ccc(Cl)cc1
(6) Cc1cccc(OCc2nnc(SCC(=O)O)n2-c2ccccc2)c1
(7) O=C(O)CSc1c(-c2cccs2)[nH]c2ccccc12
(8) COc1ccc(NC(=O)CSc2nncc3ccccc23)cc1

assay / compound	1	2	3	4	5	6	7	8
AMA1 RON2 block	-2%	x	-3%	48%[activator]	38%[activator]	14%	10%	0%
Sm TGR block	-3%	3%	-4%	0%	-1%	9%	-1%	12%
AmpC detergent	0%	12%	2%	7%	-5%	u	u	-2%
Giardia FBPA inh	-11%	x	x	-5%	7%	16%	2%	11%
AmpC no deterg	112%[activator]	x	-6%	-29%	u	0%	-24%	-27%
HCMV inh	0	-33	-8	50	-24	-15	-1	-7

(9) O=C(NC1CCCC1)c1cnn2c(C(F)(F)F)cc(-c3ccco3)nc12
(10) NC(=O)c1c(NC(=O)c2ccccc2Cl)sc2c1CCC2
(11) O=C(Nc1ccc(F)cc1)Nc1cc(OCC(F)(F)F)cc(OCC(F)(F)F)c1
(12) CCOc1ccc(NC(=O)CN(C)C(=O)CCNC(=O)c2ccc(Br)cc2)cc1OCC
(13) Cc1ccc(OCCC(=O)NNC(=O)c2ccc(Br)cc2)cc1
(14) Cc1nc2sc(C(c3cccc(F)c3)N3CCC(C)CC3)c(O)n2n1 (centres undefined)
(15) CC(=O)Oc1ccc(N(C(C)=O)S(=O)(=O)c2cccs2)cc1
(16) COc1ccccc1N1CCN(CCNC(=O)Nc2cccc(C)c2C)CC1

assay / compound	9	10	11	12	13	14	15	16
AMA1 RON2 block	2%	1%	10%	u	52%[activator]	u	8%	-14%
Sm TGR block	u	u	4%	2%	x	0%	-4%	-14%
AmpC detergent	-3%	3%	4%	u	x	-4%	11%	2%
Giardia FBPA inh	x	10%	-1%	x	x	1%	3%	4%
AmpC no deterg	0%	-36%	-21%	97%[activator]	-19%	20%	-3%	55%
HCMV inh	u	28	-101*	1	0	-13	8	3

(17) O=C(NCCN1CCN(c2ccccc2F)CC1)C1CCCN(S(=O)(=O)c2cnc[nH]2)C1 (centres undefined)
(18) CCOC(=O)c1sc(NC(=S)NC(=O)c2ccco2)nc1C
(19) O=C1/C(=C/c2ccco2)SC(=S)N1C1CCS(=O)(=O)C1 (centres undefined)
(20) CCCS(=O)(=O)c1ccc(COC(=O)Cc2ccc([N+](=O)[O-])cc2)cc1
(21) Cn1c(=O)c2c(nc(NCCCN3CCOCC3)n2Cc2ccc(Cl)cc2Cl)n(C)c1=O
(22) Cc1ccc(N(CC(O)Cn2c3ccccc3c3ccccc32)S(C)(=O)=O)cc1 (centres undefined)
(23) Cc1ccc2oc(=O)n(CCCOc3ccccc3Cl)c2c1
(24) O=C(COC(=O)CNC(=O)c1cccc([N+](=O)[O-])c1)Nc1cccc(S(=O)(=O)N2CCCCC2)c1

assay / compound	17	18	19	20	21	22	23	24
AMA1 RON2 block	-4%	45%[activator]	-18%	-5%	x	-2%	x	-8%
Sm TGR block	0%	-31%	u	1%	-2%	-10%	0%	2%
AmpC detergent	-12%	u	0%	-14%	u	-3%	-5%	-13%
Giardia FBPA inh	0%	-27%	u	16%	-3%	-2%	x	12%
AmpC no deterg	8%	-8%	-22%	-19%	-7%	73%[activator]	x	-37%
HCMV inh	-34	29	u	0	x	59	32	-17

# Single values from the entries so far.
# no. 20 – AmpC detergent = -14%
# no. 23 – HCMV inh = 32

# More structures:
(25) COc1c2c(cc3c1OCO3)CCN(C)C2
(26) CCOC(=O)c1c(C)[nH]c(C)c1S(=O)(=O)N(C)CC(=O)N1CCN(c2ccccc2OC)CC1
(27) CCC(Cc1ccccc1)NC(=O)C1CCN(S(=O)(=O)c2c(C)noc2C)CC1 (centres undefined)
(28) CC1(C)CC(=O)c2cc(OCC(=O)NCCN3CCOCC3)ccc2O1
(29) O=C1c2ccccc2C(Nc2cccnc2)N1Cc1ccccc1Cl (centres undefined)
(30) COc1ccc(N=C2SC(CC(=O)Nc3ccccc3)C(=O)N2CCc2ccccn2)cc1 (centres undefined)
(31) CC(NCc1ccccc1)c1ccccc1O (centres undefined)
(32) CCC(C(=O)NC1CCCCC1)n1c(SCc2cccc(C)c2)nc2ccncc21 (centres undefined)

assay / compound	25	26	27	28	29	30	31	32
AMA1 RON2 block	-6%	x	1%	9%	10%	8%	2%	8%
Sm TGR block	-9%	-7%	2%	10%	-2%	-2%	6%	1%&-16%
AmpC detergent	u	4%	0%	-2%	-15%	2%	4%	16%&-9%
Giardia FBPA inh	3%[21.7 µM]	x	-3%	5%	2%	-11%	0%	9%
AmpC no deterg	-15%	x	12%	-3%	-17%	8%	-12%	2%
HCMV inh	-33	-5	u	-5	-5	-29	-10	29&18

(33) COc1cccc(NC(=O)N(Cc2c[nH]c3ccccc23)C2CCCCCC2)c1
(34) Cc1ccc2nc(-c3ccncc3)cc(C(=O)NCCc3ccc(F)cc3)c2c1
(35) Cn1c(=O)c2c(nc(CN3CCC(C(N)=O)CC3)n2Cc2ccccc2F)n(C)c1=O
(36) CCOC(=O)CN1C(=O)C(=O)N(Cc2c(C)cc(C)cc2C)C1=O
(37) COc1ccccc1N1CCN(C(=O)CSc2nnc3n2C(C)(C)Cc2ccccc2-3)CC1
(38) CCCOc1ccc(C2C(=O)N(C3CCCCC3)CC(=O)N2CCC2=CCCCC2)cc1OC (centres undefined)
(39) O=C(Nc1cccc2cccnc12)c1cccc([N+](=O)[O-])c1
(40) CS(=O)(=O)N(CC(=O)N1CCCCC1)c1ccc2c(c1)OCO2

assay / compound	33	34	35	36	37	38	39	40
AMA1 RON2 block	x	11%	9%	-3%	6%	x	-13%	3%
Sm TGR block	-3%	-1%	-4%[11.4 µM]	-14%	-1%	8%	3%	-18%
AmpC detergent	6%	-13%	u	-6%	u	8%	-1%	-8%
Giardia FBPA inh	x	3%	1%	7%	12%	x	-9%	0%
AmpC no deterg	x	0%	-10%	-3%	95%[activator]	x	-29%	-20%
HCMV inh	-39	u	9	-11	-92*	12	35	-5

# Reformatted as tab-separated lines: entries from further up.
no.	SMILES	AMA1 RON2 block	Sm TGR block	AmpC detergent	Giardia FBPA inh	AmpC no deterg	HCMV inh
33	COc1cccc(NC(=O)N(Cc2c[nH]c3ccccc23)C2CCCCCC2)c1	x	-3%	6%	x	x	-39
34	Cc1ccc2nc(-c3ccncc3)cc(C(=O)NCCc3ccc(F)cc3)c2c1	11%	-1%	-13%	3%	0%	u
35	Cn1c(=O)c2c(nc(CN3CCC(C(N)=O)CC3)n2Cc2ccccc2F)n(C)c1=O	9%	-4%[11.4 µM]	u	1%	-10%	9

# (more compounds)
(41) COc1ccc(OC)c(CN(CCCN2CCOCC2)C(=O)Nc2ccccc2)c1
(42) CCOC(=O)C1CCN(C(=O)COc2ccc(Br)cc2)CC1
(43) COc1cccc(NC(=O)CSc2cc(=O)n(C)c3ccc(Cl)cc23)c1
(44) O=S(=O)(c1ccccc1F)N1CCc2ccccc2C1
(45) CCCCC[C@]12Cc3ccccc3C(O1)C1=C(CC(C)(C)CC1=O)O2
(46) CCOC(=O)C1CCN(c2c(N(C)Cc3ccco3)c(=O)c2=O)CC1
(47) Cc1ccc(CNC(=O)c2ccc(N(C)S(=O)(=O)c3ccccc3)cc2)cc1
(48) CN(Cc1cnccn1)Cc1cn(Cc2ccccc2)nc1-c1ccc2c(c1)OCO2

assay / compound	41	42	43	44	45	46	47	48
AMA1 RON2 block	0%	-8%	x	-1%	x	7%	7%	-2%
Sm TGR block	-6%	-26%	6%	-4%	-10%[22.9 µM]	-13%	3%	10%
AmpC detergent	-2%	0%	8%	u	u	-9%	-6%	-1%
Giardia FBPA inh	7%	-4%	x	1%	6%[12.9 µM]	1%	-9%	-2%
AmpC no deterg	-19%	-1%	x	-10%	-12%[11.4 µM]	-33%	-40%	41%
HCMV inh	27	5	u	5	x	14	-17	-23

# 2 entries picked at random from those above, as already listed:
(21) Cn1c(=O)c2c(nc(NCCCN3CCOCC3)n2Cc2ccc(Cl)cc2Cl)n(C)c1=O
(4) CCOC(=O)c1c(NC(=S)NCc2ccccc2)sc2c1CCN(C(=O)OCC)C2

assay / compound	21	4
AMA1 RON2 block	x	48%[activator]
Sm TGR block	-2%	0%
AmpC detergent	u	7%
Giardia FBPA inh	-3%	-5%
AmpC no deterg	-7%	-29%
HCMV inh	x	50

# Later entries:
(49) CN(C)S(=O)(=O)Oc1ccsc1C(=O)Nc1ccc(C(F)(F)F)cc1
(50) CCOc1ccc(CNC(=O)NS(=O)(=O)c2ccc(OC)cc2)cc1
(51) OC(CN1CCC(c2c[nH]c3ccccc23)CC1)C(F)(F)F (centres undefined)
(52) O=C(CSc1nc2[nH]c(=O)cc(O)c2s1)Nc1nccs1
(53) S=C(NCc1ccccc1)N1CCN(c2ccccc2)CC1
(54) O=C(NCCCO)C(=O)NCc1ccncc1
(55) CC(=O)c1ccc(N2CCN(CC(=O)NCc3ccccc3)CC2)cc1
(56) COc1cccc(C(=O)Nc2cc(NC(=O)c3ccco3)ccc2OC)c1

assay / compound	49	50	51	52	53	54	55	56
AMA1 RON2 block	11%	0%	-5%	-19%	-12%	-5%	2%	-17%
Sm TGR block	x	0%	-3%	6%	-13%	7%	-7%	0%
AmpC detergent	7%	-17%	-1%	0%	-6%	4%	0%	-4%
Giardia FBPA inh	-8%	11%	6%	x	2%	4%	7%	-1%
AmpC no deterg	42%	-10%	-18%	-26%	-24%	-14%	-4%	-26%
HCMV inh	43	58	x	u	-3	-15	-12	-18

(57) Cc1ccc(NC(=O)CCn2cccc2)cc1C
(58) Cc1ccc(Sc2c([N+](=O)[O-])ncn2C)cc1
(59) CCCCN(CCCC)CCNC(=O)c1cc(=O)[nH]c2ccc(S(=O)(=O)N3CCCCCC3)cc12
(60) CN(C)c1ccc(C(CNC(=O)COc2ccc(Cl)cc2)N2CCOCC2)cc1 (centres undefined)
(61) COc1cc(C(c2sc3nc(C)nn3c2O)N2CCOCC2)cc(OC)c1OC (centres undefined)
(62) COc1ccc(-c2cn3nc4c(nc3n2)CCCC4)cc1
(63) O=C(c1ccccc1)N1CCC(c2nc(-c3ccc(S(=O)(=O)N4CCOCC4)cc3)no2)CC1
(64) CCc1ccc(-c2ccc(SCC(=O)Nc3nnc(C)s3)nn2)cc1

assay / compound	57	58	59	60	61	62	63	64
AMA1 RON2 block	-12%	1%	x	x	4%	7%	-3%	-1%
Sm TGR block	u	u	-3%	3%	-15%	-32%	-3%	0%
AmpC detergent	u	-12%	-5%	14%	u	0%	1%	-3%
Giardia FBPA inh	3%	0%	x	x	-9%	-21%	11%	0%
AmpC no deterg	-15%	-19%	x	x	-21%	-1%	143%[activator]	-39%
HCMV inh	0	207	u	5	-5	-1	-30	118

# Screens deposited in PubChem BioAssay by National Center for Advancing Translational Sciences (NCATS).
